HRas wt GTP: modulators of GTP binding to HRas wildtype, primary screen, biochemical, bead-based flow cytometry, multiplex; GTPase HRas (Homo sapiens), P01112; GST-Ras wt beads, Bodipy-FL-GTP binding; actives lie on both sides; GTP binding activity, % at 10 µM; hit rate 0.14% among 190,000; AID 759, 2007;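 active = GTP binding activity at least 20% away from the 100% baseline, either lowered as inhibitor or raised as activator; inconclusive = flagged as likely green fluorescent, judged across all proteins in the well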;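 also: 0% = unlabeled GTP competition control and 100% = no-compound control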
Target sequence (P01112 whole entry, looked up): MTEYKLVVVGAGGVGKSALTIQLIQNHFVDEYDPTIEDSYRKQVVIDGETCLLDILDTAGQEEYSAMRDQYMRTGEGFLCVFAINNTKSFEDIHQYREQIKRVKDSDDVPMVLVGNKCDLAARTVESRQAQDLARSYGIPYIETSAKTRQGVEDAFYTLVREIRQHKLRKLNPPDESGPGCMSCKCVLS
Cdc42 wt: modulators of GTP binding to wildtype Cdc42, primary screen, biochemical, multiplex bead flow cytometry, Bodipy-GTP; Cell division control protein 42 homolog (Homo sapiens), P60953; GST-Cdc42 beads; actives lie on both sides; percent activity (GTP binding), % at 10 µM; hit rate 0.2% among 190,000;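 active = percent activity GTP binding at least 20 points away from the 100% baseline, either down as inhibitor or up as activator; inconclusive = compound flagged as likely green fluorescent from well-wide comparison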;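 also: median bead fluorescence of bound Bodipy-FL-GTP at 100 nM; 0% = excess unlabeled GTP control and 100% = no compound control; below 100% means less GTP binding so inhibitor and above means activator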
Target sequence (P60953 whole entry, looked up): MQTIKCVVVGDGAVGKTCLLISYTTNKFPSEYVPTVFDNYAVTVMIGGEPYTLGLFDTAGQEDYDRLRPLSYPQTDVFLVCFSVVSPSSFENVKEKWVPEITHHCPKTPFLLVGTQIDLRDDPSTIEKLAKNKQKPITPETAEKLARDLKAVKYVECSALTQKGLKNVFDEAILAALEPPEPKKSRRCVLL
Rab2A wt mod: modulators of GTP binding to Rab2A wildtype, primary screen, biochemical, dog, bead-based flow cytometry, multiplex | Ras-related protein Rab-2A (Canis lupus familiaris), P61105 | GST-Rab2 wt beads, Bodipy-GTP binding | GTP binding activity, % at 10 µM | hit rate 0.19% among 190,000 | AID 760, 2007;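 active = GTP binding activity at least 20 points away from 100%, either lowered or raised; inconclusive = signal likely due to the compound's own green fluorescence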;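 also: 0% = beads with excess unlabeled GTP and 100% = no-compound control corrected for plate trend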
Avidin fluor: green autofluorescence of compounds with avidin beads – biophysical, 488/530 nm, flow cytometry, artefact control, profiling panel; compound fluorescence 488/530 nm; hits give high values; fluorescence (KMESF) at 10 µM; hit rate 0.38% among 220,000; AID 1775, 2009; in the data active = fluorescence above about 47; also: inactives centre near 10
ABCB1 inh: ABCB1 efflux pump inhibitors, primary screen, cell-based, multiplex, flow cytometry, ABCG2 counter-screen. ATP-dependent translocase ABCB1 (Homo sapiens), P08183. CCRF-Adr cells, JC-1 efflux. inhibition, % at 6.6 µM. hit rate 0.067% among 190,000; in the data active = inhibition above about 40%;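 also: 0% = vehicle and 100% = reference inhibitor; higher value means more JC-1 retained so stronger ABCB1 efflux block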
Pf gametocyte: late stage P. falciparum gametocyte viability inhibitors, primary screen, ATP luminescence, HTS | inhibition, % at 10.9 µM | P. falciparum stage V gametocytes, 24 h | hit rate 0.065% among 150,000;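 active = inhibition above the mean plus 3 SD of compounds within the control limits, set per campaign, cut at about 38% in these data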;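 also: 0% = DMSO wells and 100% = medium only without gametocytes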
GSH fluor: compound fluorescence on glutathione beads, profiling panel, artefact control, biophysical, 488/530 nm, flow cytometry; GSH beads flow cytometry, compound fluorescence 488/530 nm; hits give high values; fluorescence (KMESF) at 10 µM; hit rate 0.25% among 190,000; AID 1776, 2009; in the data active = fluorescence above about 89;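 also: glutathione beads carrying GST-tagged Bcl family fusion proteins plus one bare bead set; values are compound well signal with DMSO vehicle wells as background; inactives centre near 16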
Rab7 wt GTP bind: modulators of GTP binding to Rab7, primary screen, biochemical, wildtype, multiplex bead flow cytometry. Rab7 GTPase wild type (dog), Bodipy-FL-GTP binding. GST-Rab7 beads, fluorescent GTP binding; actives lie on both sides; untreated = 100%, excess cold GTP = 0%. GTP binding activity (percent of control), % at 10 µM. hit rate 0.055% among 190,000. AID 758, 2007;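 active = fluorescent GTP binding to Rab7 beads changed by at least 20 points from the 100% baseline, either direction, mostly lower; inconclusive = compound itself probably fluorescent, or too few beads counted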;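 also: median green fluorescence of bound Bodipy-FL-GTP per Rab7 bead population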
ABCG2 block: ABCG2 efflux pump inhibitors, primary screen, multiplex with ABCB1, IgMXP3 cells, flow cytometry | Broad substrate specificity ATP-binding cassette transporter ABCG2 (Homo sapiens), Q9UNQ0 | JC-1 efflux | inhibition, % at 6.6 µM | hit rate 0.1% among 190,000 | AID 1325, 2008;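 active = inhibition above 80%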;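 also: 0% = DMSO and 100% = nicardipine control wells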
Target sequence (Q9UNQ0 whole entry, looked up): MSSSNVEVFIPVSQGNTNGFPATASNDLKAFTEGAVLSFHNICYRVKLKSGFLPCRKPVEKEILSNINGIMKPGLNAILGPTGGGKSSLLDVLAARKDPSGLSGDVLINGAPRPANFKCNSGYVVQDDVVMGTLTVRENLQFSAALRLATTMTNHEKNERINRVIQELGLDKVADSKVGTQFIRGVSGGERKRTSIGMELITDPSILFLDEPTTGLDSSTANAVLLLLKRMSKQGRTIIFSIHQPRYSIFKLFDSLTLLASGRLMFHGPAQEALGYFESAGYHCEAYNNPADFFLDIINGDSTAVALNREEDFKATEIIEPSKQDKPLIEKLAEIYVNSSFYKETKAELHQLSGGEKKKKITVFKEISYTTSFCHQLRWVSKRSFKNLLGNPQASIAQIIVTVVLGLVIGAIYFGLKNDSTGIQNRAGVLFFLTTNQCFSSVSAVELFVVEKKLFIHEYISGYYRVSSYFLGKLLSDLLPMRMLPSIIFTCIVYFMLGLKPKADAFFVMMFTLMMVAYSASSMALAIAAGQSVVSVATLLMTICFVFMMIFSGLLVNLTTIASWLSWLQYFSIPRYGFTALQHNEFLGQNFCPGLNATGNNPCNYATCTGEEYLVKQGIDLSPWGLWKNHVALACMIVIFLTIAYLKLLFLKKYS
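Measure – % inhibition of efflux relative to nicardipine and DMSO · Test system – ABCG2 IgMXP3 and barcoded ABCB1 CCRF-Adr cell mix · Control set – nicardipine as high control, DMSO as low control · Compound – one concentration, 6.6 µM final · Signal – flow cytometry of retained JC-1 fluorescence · Timing – 10 min exposure at 25 °C with rotation, no wash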
Rac1 wt GTP bind: wildtype Rac1 GTP binding modulators, primary screen, biochemical, GST-Rac1 beads, flow cytometry, multiplex; Ras-related C3 botulinum toxin substrate 1 (Homo sapiens), P63000; fluorescent GTP binding; actives lie on both sides; 0 = cold GTP competed, 100 = untreated; GTP binding activity (% of control), % at 10 µM; hit rate 0.27% among 190,000; AID 757, 2007;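 active = GTP binding activity at least 20 points away from the 100% control level, either lower or higher; inconclusive = compound flagged as likely green fluorescent, judged across all proteins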
Rac1 act GTP bind: GTP binding modulators of activated mutant Rac1, primary screen, biochemical, bead-based flow cytometry, multiplex, fluorescent GTP | Ras-related C3 botulinum toxin substrate 1 (Homo sapiens), P63000 | GST-Rac1 activated beads; actives lie on both sides; 100% means binding = to untreated wells | percent activity (GTP binding), % at 10 µM | hit rate 0.11% among 190,000 | AID 764, 2007;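 active = GTP binding at least 20 percentage points away from the 100% baseline, in either direction, so actives lie on both sides; inconclusive = Compound likely fluorescent itself, or too few beads counted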
* hit, by the source's call; u = inconclusive; x = not tested or not shown.

1: COc1cc(OC)cc(C(=O)Nc2ccc(S(=O)(=O)Nc3nc(C)cc(C)n3)cc2)c1
2: CC(=O)Oc1ccccc1C1OCCN1C(C)=O (stereo not drawn)
3: Cc1ccc(SCc2nc(N)nc(Nc3ccccc3C)n2)c(C)c1
4: COc1ccc(/C=N/Nc2ncc(C(F)(F)F)cc2Cl)c(OC)c1OC
5: CCOC(=O)C(C(=O)Nc1ccccc1)C1CCCCC1 (stereo not drawn)
Screen / compound no.,1,2,3,4,5
HRas wt GTP,u,99,99,100,104
Cdc42 wt,u,102,102,99,100
Rab2A wt mod,u,100,98,97,103
Avidin fluor,9,37,13,13,5
ABCB1 inh,-0.1,0.1,1.5,-0.5,0.1
Pf gametocyte,-1,x,3,7,x
GSH fluor,17,12,9,25,23
Rab7 wt GTP bind,u,98,100,96,97
ABCG2 block,0,0,46,13,0
Rac1 wt GTP bind,u,100,103,105,101
Rac1 act GTP bind,u,99,98,101,102

Reprinted from the part before: 3 entries, followed by the next part.
3: Cc1ccc(SCc2nc(N)nc(Nc3ccccc3C)n2)c(C)c1
4: COc1ccc(/C=N/Nc2ncc(C(F)(F)F)cc2Cl)c(OC)c1OC
5: CCOC(=O)C(C(=O)Nc1ccccc1)C1CCCCC1 (stereo not drawn)
6: CC(=O)c1cccc(-n2c(CCC(=O)O)ccc2-c2cccs2)c1
7: CCCNC(=O)CSc1nnc(C)s1
8: O=C(NC1CC1)c1ccc(-c2nc3ccccc3s2)s1
9: [2H]c1c([2H])c([2H])c(C(=O)c2sc(N3CCCCCC3)nc2-c2ccccc2)c([2H])c1[2H]
10: COC(=O)c1ccc2nc(-c3ccc(S(C)(=O)=O)cc3)cn2c1
Screen / compound no.,3,4,5,6,7,8,9,10
HRas wt GTP,99,100,104,98,92,99,91,94
Cdc42 wt,102,99,100,95,96,101,90,92
Rab2A wt mod,98,97,103,98,94,99,90,95
Avidin fluor,13,13,5,14,9,37,18,13
ABCB1 inh,1.5,-0.5,0.1,0.4,0.4,0.1,0.2,-0.2
Pf gametocyte,3,7,x,x,8,19,15,8
GSH fluor,9,25,23,30,43,13,14,7
Rab7 wt GTP bind,100,96,97,99,96,99,99,101
ABCG2 block,46,13,0,-1,0,2,0,0
Rac1 wt GTP bind,103,105,101,101,96,99,88,88
Rac1 act GTP bind,98,101,102,94,94,98,93,92

11: COC(=O)c1ccc(CNC(=O)/C=C/c2cc([N+](=O)[O-])ccc2OC(F)F)cc1
12: CSc1ccc(-c2c(C#N)c(N)nc3c2c(C)nn3-c2ccccc2)cc1
13: COC(=O)CCC(=O)Nc1ccc(OC)cc1
14: COc1cc2c(cc1Cl)/C(=C\CCN(C)C)c1ccccc1S2
15: O=C1C2C3C=CC(C3)C2C(=O)N1Cc1cccnc1 (stereo not drawn)
Screen / compound no.,11,12,13,14,15
HRas wt GTP,103,100,95,101,98
Cdc42 wt,105,100,96,99,97
Rab2A wt mod,103,99,96,101,97
Avidin fluor,31,12,16,14,9
ABCB1 inh,2.5,-5.5,0.2,2.4,0.6
Pf gametocyte,-9,10,12,x,x
GSH fluor,24,27,38,12,59
Rab7 wt GTP bind,103,97,94,101,98
ABCG2 block,9,-1,4,-1,2
Rac1 wt GTP bind,107,99,92,104,100
Rac1 act GTP bind,102,98,93,101,95

16: Cc1ccc(S(=O)(=O)Oc2ccccc2/C=N/O)cc1
17: Cc1nn2c3c(cnc2c1-c1ccccc1)C(=O)CC(c1ccccc1)C3 (stereo not drawn)
18: CC1=C/C(=N\OS(=O)(=O)c2ccccc2)C=CC1=O
19: O=C(CC1(O)C(=O)c2ccccc2C1=O)c1ccccc1
20: CC(=O)N(Cc1ccccc1)Cc1nc2sc(C)c(C)c2c(=O)[nH]1
Screen / compound no.,16,17,18,19,20
HRas wt GTP,95,104,98,97,96
Cdc42 wt,94,104,94,94,98
Rab2A wt mod,96,102,96,98,96
Avidin fluor,8,30,15,5,11
ABCB1 inh,-0.5,1.9,0.0,0.1,1.0
Pf gametocyte,0,x,x,x,x
GSH fluor,7,18,9,26,12
Rab7 wt GTP bind,98,105,99,96,98
ABCG2 block,0,5,-2,7,1
Rac1 wt GTP bind,96,112,98,97,101
Rac1 act GTP bind,94,102,94,97,98

21: Cn1c(=O)c2c(nc(CN3CCOCC3)n2CCCc2ccccc2)n(C)c1=O
22: COc1cc2[nH]c(=O)n(C3CCCCC3)c(=O)c2cc1OC
23: O=C(/C=C/c1ccc2c(c1)OCO2)NCc1cn2cc(Cl)ccc2n1
24: Cc1nc2ccccc2c2oc(C(=O)NCc3ccccn3)cc12
25: CCOc1ccc(Cl)cc1/C=N/NC(N)=O
Screen / compound no.,21,22,23,24,25
HRas wt GTP,97,102,88,94,98
Cdc42 wt,97,103,87,95,99
Rab2A wt mod,98,101,87,94,94
Avidin fluor,7,17,8,7,11
ABCB1 inh,0.2,1.2,0.8,1.3,-0.6
Pf gametocyte,x,x,8,x,12
GSH fluor,16,10,15,31,13
Rab7 wt GTP bind,95,102,96,94,95
ABCG2 block,0,6,5,27,5
Rac1 wt GTP bind,103,106,89,96,101
Rac1 act GTP bind,98,98,86,98,92

26: CC(C)N1CCC(NC(=O)Nc2ccc3c(c2)OCO3)CC1
27: COC(=O)N1CCN(c2ccc(Cl)c(Cl)c2)CC1
28: Cc1cccc(OCc2nnc(NC(=O)c3cccs3)s2)c1
29: Cc1cc(NC(=O)c2nn3cccnc3c2Cl)no1
30: O=C(NCc1ccco1)/C(=C\c1ccco1)NC(=O)c1ccc(Br)o1
Screen / compound no.,26,27,28,29,30
HRas wt GTP,98,100,100,104,99
Cdc42 wt,97,96,102,105,97
Rab2A wt mod,99,96,103,105,99
Avidin fluor,9,8,8,7,11
ABCB1 inh,0.6,-1.2,-0.6,0.2,-8.9
Pf gametocyte,0,x,-27,1,13
GSH fluor,56,40,34,47,13
Rab7 wt GTP bind,104,95,98,102,102
ABCG2 block,2,6,12,3,1
Rac1 wt GTP bind,101,98,102,104,103
Rac1 act GTP bind,95,95,98,101,98

31: CCC(=O)Nc1ccc(NC(=S)NC(=O)/C=C/c2ccccc2)cc1
32: COc1ccc(NC(=S)N(CCCN2CCCC2)Cc2cccn2Cc2ccc(Cl)cc2)cc1Cl
33: COc1ccc(NC(=O)COC(=O)C2CCC(C(C)(C)C)CC2)c([N+](=O)[O-])c1 (stereo not drawn)
34: C=C(C)CC1N(c2cccc(OC)c2)C(=O)[C@@H]2C(C(=O)O)[C@H]3C=C[C@@]12O3 (stereo partly drawn)
35: CCCCCCCCCn1c2c(c(=N)c3c1CCC3)CCCC2
Screen / compound no.,31,32,33,34,35
HRas wt GTP,99,101,88,100,94
Cdc42 wt,103,98,84,102,95
Rab2A wt mod,100,98,83,100,95
Avidin fluor,13,6,7,7,13
ABCB1 inh,0.1,2.8,3.6,0.0,0.2
Pf gametocyte,-6,-4,8,19,x
GSH fluor,2,17,16,48,11
Rab7 wt GTP bind,94,104,90,101,92
ABCG2 block,0,2,64,0,0
Rac1 wt GTP bind,105,105,80,104,99
Rac1 act GTP bind,101,100,84,100,98

36: Fc1cccc(Cl)c1CSc1ccc(-c2cccnc2)nn1
37: CN(C)c1ccc(N2CN=C3SCC(=O)N3C2)cc1
38: CCc1nnc(NC(=O)CSc2nnc(CNc3ccc(F)cc3)n2C2CCCCC2)s1
39: COc1cc(/C=N/NC(=O)CCN2CCCCC2)ccc1O
40: CCOC(=O)C(=O)C1=C(N2CCOCC2)/C(=C\c2ccc(F)cc2)CC1
Screen / compound no.,36,37,38,39,40
HRas wt GTP,94,96,u,95,101
Cdc42 wt,97,96,u,93,98
Rab2A wt mod,98,93,u,95,101
Avidin fluor,19,28,13,5,6
ABCB1 inh,0.0,0.1,2.5,-0.2,0.8
Pf gametocyte,-6,x,x,4,-5
GSH fluor,37,9,28,19,6
Rab7 wt GTP bind,91,95,u,96,100
ABCG2 block,1,0,20,0,30
Rac1 wt GTP bind,97,95,u,100,101
Rac1 act GTP bind,97,91,u,95,99

41: Cc1c(-c2cccc(Cl)c2)nc2ccccc2c1C(=O)OCC(=O)N(C)C1CCS(=O)(=O)C1 (stereo not drawn)
42: COC(=O)c1cc(C#N)c(=O)[nH]c1C
43: Oc1ccc(Br)cc1-c1ccn[nH]1
44: COC(=O)CC/C(=N/Nc1ccc(Cl)c(Cl)c1)C(=O)OC
Screen / compound no.,41,42,43,44
HRas wt GTP,99,95,99,97
Cdc42 wt,97,93,99,92
Rab2A wt mod,100,94,99,95
Avidin fluor,6,13,0,8
ABCB1 inh,1.7,3.5,1.4,1.0
Pf gametocyte,11,-10,-18,-3
GSH fluor,13,16,7,16
Rab7 wt GTP bind,105,95,99,101
ABCG2 block,9,13,27,12
Rac1 wt GTP bind,101,95,98,93
Rac1 act GTP bind,93,94,100,95

Screening data from PubChem BioAssay.
